Screening data (PubChem)
NOD2 inhibition – inhibition of NOD2-driven NF-kB reporter – cell-based, luminescence, uHTS, HEK293 (AID 1566); HEK293 NOD2/NF-kB luciferase reporter, luminescence; higher % means a stronger effect; inhibition, % at 4 µM, or EC50 in µM where a hit was titrated; actives 0.63% (n = 290,000); in the data active = inhibition above about 50%; also: many of its hits are not listed in these tables
NOD1 NF-kB reporter – NOD1 signaling inhibitors, primary screen, cell-based, luminescence, uHTS (AID 1578); NOD1-driven NF-kB luciferase reporter cells, luminescence; higher % means a stronger effect; actives 1% (n = 290,000); inhibition, % at 4 µM; hits with a dose series show EC50 in µM; in the data active = inhibition mostly above about 36%, no sharp cut-off; inactive = mostly below about 34%;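 also: HEK-293T reporter cells stimulated with the NOD1 agonist gamma-tri-DAP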
Yfh1-off respiration – mitochondrial function rescue without frataxin homolog – Friedreich's ataxia, plus single-dose screen, dose response (AID 1465). S. cerevisiae Yfh1-off respiration, WST-1 reduction, 72 h; higher fold induction means a stronger effect. fold induction at 50 µM; hits with a dose series show EC50 in µM. actives 0.074% (n = 220,000);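 active = fold induction of absorbance versus untreated yeast above a set limit, then at least 30% activation at any dose in follow-up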;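 also: activators that raise dye reduction in frataxin-depleted yeast; strong numbers were not always called active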
* marks the source's active call; other numbers are inactive results; i = inactive; / = not tested or not shown. This is a subset; rates above refer to the full screens.

SMILES | NOD2 inhibition | NOD1 NF-kB reporter | Yfh1-off respiration
C=CC1=C(C(=O)O)N2C(=O)[C@@H](NC(=O)/C(=N\O)c3csc(N)n3)[C@H]2SC1 (stereo in doubt) | / | / | i
CC12CCC(CC1)C(C)(C)O2 | / | / | i
CCc1cc(=O)oc2c(CNC(Cc3ccccc3)C(=O)O)c(O)ccc12 (stereo unspecified) | -3% | -7% | /
CN1CCOC(c2ccccc2)c2ccccc2C1 (stereo unspecified) | -3% | -25% | /
OC(C#CCN1CCCC1)(c1ccccc1)c1ccccc1 | 4% | -14% | /

Single records (already shown). Order of screens: NOD2 inhibition	NOD1 NF-kB reporter	Yfh1-off respiration
C=CC1=C(C(=O)O)N2C(=O)[C@@H](NC(=O)/C(=N\O)c3csc(N)n3)[C@H]2SC1 (stereo in doubt) as listed: /	/	i
OC(C#CCN1CCCC1)(c1ccccc1)c1ccccc1 as listed: 4%	-14%	/

Part of the list above in order of SMILES length, low to high:
SMILES | NOD2 inhibition | NOD1 NF-kB reporter | Yfh1-off respiration
CN1CCOC(c2ccccc2)c2ccccc2C1 (stereo unspecified) | -3% | -25% | /
OC(C#CCN1CCCC1)(c1ccccc1)c1ccccc1 | 4% | -14% | /
CCc1cc(=O)oc2c(CNC(Cc3ccccc3)C(=O)O)c(O)ccc12 (stereo unspecified) | -3% | -7% | /
